ABCB6 inh MLPCN: inhibitors of human ABC transporter ABCB6; fluorescence ratio to DMSO, % at 10 µM; hit rate 0.19% among 360,000; Q9NP58; K562-ABCB6 porphyrin accumulation, flow cytometry, 1 h; hits give low values;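 active means fluorescence ratio to DMSO below 75%, the collection mean minus 3 SD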;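 further: signal is porphyrin accumulated inside mitochondria; 100% equals median channel fluorescence of DMSO control wells; lower ratio means ABCB6 inhibition with less porphyrin fluorescence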
Vif imaging: inhibitors of HIV Vif; HEK293T cells, Vif self-association by quenched fluorescence, imaging, 24 h; inhibition, % at 7.49 µM; hit rate 0.35% among 340,000; AID 602346; in the data active means inhibition above about 50%, passing the limit was not always enough; further: some results filed as inactive read as strong as hits
TLR9-MyD88 inh: blocks human TLR9 binding to MyD88; CHO BLA complementation TLR9-MyD88, CCF4 FRET ratio; inhibition, % at 4.98 µM; hit rate 0.21% among 340,000;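 active means inhibition above the mean over all tested compounds plus 3 SD, cut at about 21% in these data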;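 further: 0% = DMSO only wells and 100% = clavulanate BLA inhibitor control wells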
MC4R antag cAMP: antagonists of human melanocortin 4 receptor (MC4R); inhibition, % at 6.5 µM; AID 540295; hit rate 0.48% among 360,000; MC4R-expressing cells, MTII-stimulated cAMP, LANCE TR-FRET; P32245;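 active means inhibition above its plate's cutoff, the mean of tested wells on that plate plus 3 SD, cut at about 29% in these data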;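 further: 0% = Melanotan II alone and 100% = Melanotan II plus saturating MCL0020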
Target sequence (P32245 whole entry, looked up): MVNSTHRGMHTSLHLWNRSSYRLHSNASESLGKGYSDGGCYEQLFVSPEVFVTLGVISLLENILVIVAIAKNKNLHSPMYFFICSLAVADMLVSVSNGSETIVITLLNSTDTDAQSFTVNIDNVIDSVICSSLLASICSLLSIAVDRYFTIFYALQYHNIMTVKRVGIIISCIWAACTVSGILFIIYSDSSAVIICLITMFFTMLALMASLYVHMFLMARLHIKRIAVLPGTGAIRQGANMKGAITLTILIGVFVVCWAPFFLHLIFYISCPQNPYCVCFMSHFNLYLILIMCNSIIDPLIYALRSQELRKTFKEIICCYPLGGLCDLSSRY
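Assay system: U2OS-MC4R stable cell line; Also added: Melanotan II; Technique: Eu-cAMP/anti-cAMP TR-FRET, emission 671 nm; Times: 30-min compound, 1-h challenge, 1-h detection, room temperature.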
Granule exo inh: lytic granule exocytosis inhibition. TALL-104 LAMP-1 surface exposure, flow cytometry; cells stimulated with thapsigargin and PMA. inhibition, % at 10 µM. hit rate 0.66% among 360,000;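 active means inhibition above about 55%, limit read from the data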
ABHD5 PLIN5 PPI: inhibitors of human ABHD5-perilipin-5 interaction. Q00G26+Q8WTS1. Split G. princeps luciferase complementation, luminescence, 4 h. inhibition, % at 4 µM. hit rate 0.78% among 360,000. AID 602281;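 active means inhibition above the mean inhibition across every tested compound plus 3 SD, cut at about 22% in these data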;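 further: 0% = DMSO only wells and the 100% control is not disclosed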
NOD2-RIPK2 inh: blocks binding of human NOD2 to RIPK2 | O43353 | CHO BLA complementation NOD2-RIPK2, CCF4 ratio | inhibition, % at 4.98 µM | hit rate 0.38% among 360,000 | AID 624267; in the data active means inhibition above about 21%;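 further: 0% = vehicle only and 100% = reference blocker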
Target sequence (O43353 whole entry, looked up): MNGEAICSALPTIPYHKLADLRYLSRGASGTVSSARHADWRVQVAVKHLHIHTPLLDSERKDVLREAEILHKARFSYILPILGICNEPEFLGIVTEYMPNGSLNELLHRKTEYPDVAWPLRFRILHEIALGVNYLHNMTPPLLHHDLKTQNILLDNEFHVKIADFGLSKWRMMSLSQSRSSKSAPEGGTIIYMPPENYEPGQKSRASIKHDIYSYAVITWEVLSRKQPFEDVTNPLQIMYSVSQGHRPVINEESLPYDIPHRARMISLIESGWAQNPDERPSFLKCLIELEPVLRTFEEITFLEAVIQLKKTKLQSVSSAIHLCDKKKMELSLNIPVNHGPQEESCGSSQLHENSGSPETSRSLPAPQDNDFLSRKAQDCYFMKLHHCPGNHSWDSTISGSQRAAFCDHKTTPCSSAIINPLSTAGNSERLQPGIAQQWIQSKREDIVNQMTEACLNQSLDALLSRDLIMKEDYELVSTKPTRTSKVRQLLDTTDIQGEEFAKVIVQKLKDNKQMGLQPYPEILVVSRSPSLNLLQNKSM
aDG glyco up: alpha-DG glycosylation activation; Pro5-aDG cells, alpha-DG glycosylation AlphaScreen (IIH6); 0% Pro5, 100% B10-LARGE cell signal; activation, % at 10 µM; hit rate 0.22% among 360,000;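 active means activation of at least 8% versus controls, or a plate z-score of at least 8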;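 further: Pro5 are CHO cells carrying HIG-tagged alpha-DG that lacks glycosylation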
MC4R ag barr: agonists of human melanocortin 4 receptor (MC4R) beta-arrestin; P32245; U2OS MC4R beta-arrestin complementation, luminescence; percent of melanotan II response, DMSO zero; activation, % at 8.9 µM; hit rate 0.98% among 360,000; AID 540308;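 active means activation above a per-plate cutoff, the mean activation of sample wells on that plate plus 3 SD, cut at about 8% in these data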
Glyco luc inh: N-linked glycosylation inhibition. D54 ERlucT glycosylation luciferase reporter, 24 h; percent of 100 nM tunicamycin response. reporter increase, % at 12.5 µM. hit rate 0.23% among 360,000. AID 588692;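 active means mean luciferase reporter signal, scaled so untreated is 0 and the glycosylation-blocking control 100, at or above a set limit in every replicate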;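 further: luciferase carries N-glycosylation sites so blocking glycosylation raises the light; 0% = median of neutral control wells and 100% = median of 100 nM tunicamycin wells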
* hit, by the source's call; x = not tested or not shown. Only part of the results is shown (hit frequency here may not be typical).

SMILES	ABCB6 inh MLPCN	Vif imaging	TLR9-MyD88 inh	MC4R antag cAMP	Granule exo inh	ABHD5 PLIN5 PPI	NOD2-RIPK2 inh	aDG glyco up	MC4R ag barr	Glyco luc inh
CN(C)S(=O)(=O)c1cccc(NC(=S)NCCc2ccccn2)c1	100.0	17.4	-2.9	10.9	-1.9	1.4	-8.0	-0.3	2.5	2.2
CCOc1ccc(C(=O)N/N=C/c2ccccc2[N+](=O)[O-])cc1	93.0	3.9	-7.4	2.9	4.4	-8.5	5.0	-0.1	-2.6	-7.2
CNc1nc(-c2ccc3c(c2)CCN3C(=O)c2cccc(F)c2)cs1	97.0	-9.7	4.3	4.7	-3.2	5.1	5.4	0.0	1.9	2.3
COc1ccc(F)cc1C(=O)C1CCCN(Cc2cccn2-c2ccccn2)C1 (stereo unspecified)	101.0	-3.0	-6.7	1.9	8.1	3.3	-14.2	0.0	-1.1	-0.5
COc1ccc(CCNC(=O)c2cc(S(=O)(=O)N3CCC4(CC3)OCCO4)ccc2F)cc1OC	95.0	3.9	6.7	10.6	8.9	-4.2	1.8	1.0	-1.9	-0.6
CC1(C)N=C(N)N=C(N)N1c1ccc(OCC(=O)N2CCOCC2)cc1	98.0	-0.1	-8.6	2.2	-1.0	-2.4	-0.9	-0.3	-1.9	1.5
CSCCC(NC(=O)OC(C)(C)C)C(=O)Oc1ccc2c(=O)c(-c3ccc4c(c3)OCCO4)coc2c1 (stereo unspecified)	98.0	1.7	7.3	2.5	1.1	1.6	5.6	-0.2	-2.0	-15.6
C/C(=N/Nc1ccnc2cc(Cl)ccc12)c1ccc(O)cc1	105.0	-0.5	1.7	11.9	-0.4	-4.4	-1.3	1.4	6.1	5.5
CCN(CC)S(=O)(=O)c1ccc2c(c1)c(C(=O)O)cn2C	96.0	18.0	-15.8	15.0	4.3	-3.4	6.2	0.0	-1.6	-1.0
O=C(CCn1cnnn1)N1CCCC(Nc2ccc(F)c(F)c2)C1 (stereo unspecified)	98.0	9.4	-2.3	7.3	3.3	-2.6	-8.1	0.0	0.6	0.7
O=c1c[n+]([O-])c2ccccc2n1OCc1ccccn1	110.0	-0.4	4.3	1.7	-4.6	3.5	-4.8	0.2	-1.3	1.4
CCOc1ccccc1C(C(=O)NCCOC)N(CCOC)C(=O)Cn1nnc2ccccc21 (stereo unspecified)	120.0	-7.5	-7.0	4.8	-0.7	-2.0	-10.2	0.5	-0.6	-0.6

Compounds listed so far with an aryl methoxy group:
SMILES	ABCB6 inh MLPCN	Vif imaging	TLR9-MyD88 inh	MC4R antag cAMP	Granule exo inh	ABHD5 PLIN5 PPI	NOD2-RIPK2 inh	aDG glyco up	MC4R ag barr	Glyco luc inh
COc1ccc(F)cc1C(=O)C1CCCN(Cc2cccn2-c2ccccn2)C1 (stereo unspecified)	101.0	-3.0	-6.7	1.9	8.1	3.3	-14.2	0.0	-1.1	-0.5
COc1ccc(CCNC(=O)c2cc(S(=O)(=O)N3CCC4(CC3)OCCO4)ccc2F)cc1OC	95.0	3.9	6.7	10.6	8.9	-4.2	1.8	1.0	-1.9	-0.6

(next part)
SMILES	ABCB6 inh MLPCN	Vif imaging	TLR9-MyD88 inh	MC4R antag cAMP	Granule exo inh	ABHD5 PLIN5 PPI	NOD2-RIPK2 inh	aDG glyco up	MC4R ag barr	Glyco luc inh
COC(=O)C1=C(O)/C(=C\c2cc(C)n(-c3ccccc3C)c2C)N=C1C	102.0	0.2	3.2	-6.6	-1.3	4.7	3.4	-0.4	-1.7	-2.8
COc1ccc(C2/C(=C(/O)c3ccccc3)C(=O)C(=O)N2C)cc1OC (stereo unspecified)	103.0	11.3	-3.3	-1.4	-1.1	0.7	1.9	0.0	-2.1	3.6
CC(=O)CSc1nc2cc3c(cc2cc1C#N)OCCO3	105.0	0.4	-4.1	-9.7	1.0	3.2	-3.9	0.1	-0.5	-17.2
Cc1nnc(NC(=O)C2=COCCO2)s1	101.0	-16.5	-6.2	2.9	-1.7	10.3	-5.6	0.1	-0.4	0.0
Cc1cccc2cc3c(N)c(C(=O)Nc4ccc(N5CCOCC5)cc4)sc3nc12	109.0	-11.0	3.0	-6.2	9.7	0.1	2.8	0.0	-2.3	8.5
CCCCN(C)C(=O)Cn1ncc2c3ccccc3n(CCC)c2c1=O	110.0	-35.0	-1.2	-6.8	0.3	-1.9	-2.4	0.1	0.1	2.4
COc1cc(CNC2CCCCCC2)cc(OC)c1OC	78.0	1.9	-4.2	-1.4	0.2	-7.2	3.7	0.2	-0.6	1.9
CC(OC(=O)c1cccc(Cl)c1)C(=O)NC1CCCCC1C (stereo unspecified)	101.0	-16.0	-2.9	2.8	-0.2	-2.1	-0.8	0.1	-2.4	-2.7
NS(=O)(=O)c1ccc(CNC(=O)c2cc(-c3cccnc3)nc3ccccc23)cc1	99.0	-10.6	-5.4	1.4	12.2	3.9	-1.6	-0.1	0.0	1.1
COc1cccc(NC(=O)c2ccc(C(=O)c3ccccc3)o2)c1	92.0	-3.6	-2.7	9.2	-4.0	-2.1	1.1	-0.1	-0.1	-1.2
COc1ccc(COC(=O)C2=C(C)NC(=O)NC2c2ccccc2OC(C)C)cc1 (stereo unspecified)	98.0	-10.3	-4.4	11.7	7.9	0.0	5.6	0.0	0.4	-1.4
COc1ccccc1OCC(=O)Nc1ccncc1	101.0	-7.9	0.0	22.3	-7.5	0.6	-2.2	-0.1	1.8	2.1
Cc1ccc(C2(C)NC(=O)N(CC(=O)Nc3ccccc3N3CCCCC3)C2=O)cc1 (stereo unspecified)	98.0	-8.8	5.6	4.4	1.9	8.7	2.7	-0.2	-2.4	-1.0
O=C(NCc1ccco1)c1cc(-c2ccncc2)nc2ccccc12	90.0	5.7	3.1	4.0	-1.8	0.8	5.9	0.1	-4.0	2.9
CCCCn1c(N)c(N(CCOC)C(=O)CSc2n[nH]c(-c3ccc(C)cc3)n2)c(=O)[nH]c1=O	96.0	4.6	-1.2	0.4	5.4	-3.3	-10.3	0.1	-4.3	-0.3
N#Cc1cc(-c2ccccc2)cnc1Sc1ccc(Cl)cc1	98.0	-1.1	1.6	3.0	-2.7	-2.8	1.3	0.3	-0.5	-2.2
C=CCOc1ccc(C2NC(=O)c3ccccc3O2)cc1 (stereo unspecified)	100.0	-1.5	-6.0	-4.9	-9.7	-6.6	5.0	0.1	1.1	4.8
COc1ccccc1CN(C)C(=O)CSCC(=O)Nc1ccccc1F	97.0	12.7	10.6	7.4	-1.2	-3.7	2.9	0.0	-1.9	1.2
Cn1cc(/C=N/NC(=O)c2ccccc2O)c2ccccc21	93.0	-2.8	-2.8	-7.5	-4.6	-1.5	4.5	0.0	-1.1	-0.3
Cc1ccc(-c2cc(C(=O)O)c3ccccc3n2)s1	98.0	-1.7	1.7	2.4	-2.1	-5.2	3.3	-0.1	-1.6	1.0
COc1ccc(/C=N/Nc2nc(-c3ccc(C)cc3)c(C#N)c(=O)[nH]2)cc1	100.0	-1.4	-29.3	3.5	-1.0	-4.7	2.4	-0.2	-2.1	-0.4
COc1ccc(CNC(=O)C2CCN(S(=O)(=O)N3CCCC3)CC2)c(OC)c1	104.0	17.9	10.7	7.8	-0.3	9.1	4.9	-0.2	-1.2	0.8
CCN(CC)S(=O)(=O)c1cccc(-c2csc(C)n2)c1	97.0	-1.1	-7.7	10.0	0.2	-5.2	12.7	0.0	-0.1	0.2
CN(C)C(CNC(=O)c1cc2ccccc2o1)c1ccco1 (stereo unspecified)	91.0	27.2	5.2	3.5	-2.6	-3.8	-2.7	0.1	-0.9	-2.5
O=C(O)Cc1ccc(NC(=S)Nc2ccc(Br)cc2Cl)cc1	95.0	10.3	6.8	7.2	-6.3	-2.7	-2.4	-0.2	-0.6	-0.5
CC(C)CNC(=O)CSc1nnc(-c2cccc(S(=O)(=O)N3CCCCC3)c2)o1	96.0	8.6	-2.4	10.5	-1.4	-4.3	-11.2	0.0	0.8	0.2
COc1cc(SC)ccc1C(=O)Nc1ccc(OCC(=O)N2CCOCC2)cc1	86.0	15.3	-5.1	-2.4	-6.9	-2.6	4.3	0.0	-1.7	-6.7
O=C(Nc1cc(Cl)ccc1Cl)C1CCCO1 (stereo unspecified)	98.0	15.7	-1.4	12.6	-4.7	-5.8	-8.5	0.0	-0.7	1.9
O=C(Cn1c(=O)cnc2ccccc21)NNC(=O)c1ccc(Cl)cc1	99.0	16.2	5.1	4.2	-0.4	1.3	2.4	0.2	-0.9	-0.4
COc1cc(OC)cc(-c2n[nH]c(=S)n2-c2cc(OC)ccc2OC)c1	102.0	3.0	-9.6	6.2	2.0	-5.8	-9.1	0.1	0.1	2.2
O=C(Nc1ccccc1C(=O)N/N=C/c1ccco1)c1ccc(Cl)cc1	101.0	-2.8	-2.4	18.7	2.3	3.0	-13.7	-0.3	3.2	-1.1
O=C(NC(c1ccccc1)c1ccsc1)C1CCN(Cc2ccccc2)CC1 (stereo unspecified)	106.0	7.4	x	0.4	-4.5	4.7	-1.7	-0.1	1.3	-1.6
NC(=S)N/N=C/c1c(O)c(Br)cc2oc3c(c12)CCCC3	94.0	-1.5	-1.7	9.9	-0.7	7.0	-29.1	0.2	2.4	1.4
CC1CC(=O)Nc2cc([N+](=O)[O-])ccc2N1 (stereo unspecified)	100.0	-2.0	4.4	13.3	2.5	-5.6	-9.8	-0.2	0.3	-0.2
Cn1c(SCc2ccccn2)nc2c1c(=O)[nH]c(=O)n2C	102.0	-5.1	-5.8	-3.4	-2.5	2.0	2.6	-0.1	-0.7	1.2
CC(C)CNC(=O)C(=O)NCC1OCCCN1S(=O)(=O)c1ccc2c(c1)OCCO2 (stereo unspecified)	97.0	-8.3	-1.3	1.6	4.3	-2.8	1.8	0.2	-0.7	-1.1
c1csc(-c2nn3c(C4CCCCC4)nnc3s2)c1	91.0	-9.6	-15.5	6.0	4.9	0.6	9.1	0.0	-1.5	-2.5
CCN(CC)S(=O)(=O)c1ccc(N2CCCCC2)c(NC(=O)/C(C#N)=C/c2ccc(OC)cc2)c1	92.0	1.9	-5.7	6.1	-3.3	-2.1	-7.9	0.1	-0.7	-1.2
CCCC(=O)n1nc(-c2ccc(C)cc2)nc1NCc1ccco1	94.0	-0.5	5.6	7.4	1.8	-3.8	-7.6	-0.1	-0.4	0.0
Cc1nnc(OC(C)C)c2nn(-c3ccccc3F)c(C)c12	102.0	-41.3	12.9	0.3	-6.1	-2.0	-4.0	0.1	0.6	1.3
CC#CCN1c2ccccc2[C@]23C[C@@H](C(=O)OC)N=C2NC(C(=O)OC)=C(C(=O)OC)[C@H]13	103.0	-2.8	2.0	8.9	-1.1	-0.3	-10.0	0.0	-1.1	1.7
Cc1nn(Cc2ccc(Cl)c(Cl)c2)c(C)c1NC(=O)c1noc2c1CCCCC2	135.0	-5.4	-5.8	3.2	0.5	-1.6	-9.0	1.5	-1.4	-1.6
CC(C)COP(=O)(c1ccc(N(C)C)cc1)C(O)c1ccncc1 (stereo unspecified)	101.0	-2.5	-2.0	7.1	-1.6	1.6	-7.8	-0.3	0.4	0.7
Cc1cccc(OCC(=O)NCCNC(=O)c2ccccn2)c1	93.0	6.5	-0.6	9.6	-0.8	0.6	-6.9	0.0	0.2	0.6

Compound activity: PubChem, several laboratories
